CHX counter: counter-screen hit for Shiga toxin inhibitors, cycloheximide | cell reporter, cycloheximide protein synthesis inhibition counterscreen | max response, % | 300,000 tested, 12% active | AID 2314; in the data active means max response mostly above about 13%, no sharp cut-off; inactive means mostly below about 14%; further: read at 38.3 µM for the half of the compounds with a filed dose; 0% is about no effect
HCV inhibitor: HCV inhibition | Huh7.5.1 HCVcc-Cre infection, luciferase reporter, 44 h | Potency, µM (titrated, usually from 41.8 µM), for the others: at the highest dose activity change, negative = inhibition, usual class: inhibitors | 340,000 tested, 3.4% active | AID 651820; further: potency means the concentration at half of the fitted maximal effect; on the % scale 0 is the no-effect control and ±100 the full control effect
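Infectious HCVcc-Cre (~0.5 moi) was added to cells just after compound, with cells seeded 4 h earlier at 1,000 per well. Luciferase activity after 44 h culture reported infection; substrate was incubated 15 min at room temperature before reading.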
Pf growth 96h: P. falciparum growth inhibition at 96 hour, primary screen for plastid delayed-death inhibitors | Potency, µM (titrated, usually from 28.7 µM), for the others: top-dose activity change, negative = inhibition, most hits filed as inhibitors | 320,000 tested, 6.9% active | P. falciparum luciferase reporter growth, 96 h | AID 504834; further: potency means the concentration at half of the fitted maximal effect; on the % scale 0 is the no-effect control and ±100 the full control effect
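Luminescence readout: decreased luciferase signal marks inhibited growth of reporter-expressing P. falciparum in infected red cells (2% hematocrit, 0.05% parasitemia final), exposed to compound two generations (96 h, 37 C, 5% CO2).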
Pf growth 48h: P. falciparum growth inhibition at 48 hours (one generation); P. falciparum luciferase growth in erythrocytes, 48 h; Potency, µM (highest dose often 28.7 µM), for the others: at the top dose activity change, negative = inhibition, hits mostly inhibitors; 310,000 tested, 5.9% active; AID 504832; further: potency means the concentration at half of the fitted maximal effect; on the % scale 0 is the no-effect control and ±100 the full control effect
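Erythrocytes infected with P. falciparum carrying an integrated firefly luciferase reporter (2% hematocrit, 0.1% parasitemia final) were exposed to compounds in RPMI 1640 with 0.5% Albumax at 37 C, 5% CO2. Growth inhibition was scored as reduced luminescence.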
FBPA Giardia inh: Giardia lamblia aldolase inhibition; purified Giardia FBPA; Potency, µM (doses to about 59.6 µM), for the others: at the top dose activity, negative = inhibition, actives largely listed as inhibitors; 290,000 tested, 0.71% active; A8B2U2; AID 2451; further: potency means the concentration at half of the fitted maximal effect; on the % scale 0 is the no-effect control and ±100 the full control effect; nearly all actives have a fitted effect of over 55% in size
Target sequence (A8B2U2 whole entry, looked up): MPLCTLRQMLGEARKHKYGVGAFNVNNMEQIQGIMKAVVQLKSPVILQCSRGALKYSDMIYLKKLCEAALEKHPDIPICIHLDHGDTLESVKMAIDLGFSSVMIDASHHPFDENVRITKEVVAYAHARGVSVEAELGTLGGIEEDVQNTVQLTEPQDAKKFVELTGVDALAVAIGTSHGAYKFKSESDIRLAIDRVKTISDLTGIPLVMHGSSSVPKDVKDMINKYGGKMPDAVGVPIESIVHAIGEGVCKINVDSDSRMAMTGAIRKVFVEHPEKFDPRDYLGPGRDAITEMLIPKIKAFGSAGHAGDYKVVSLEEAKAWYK
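40 nM FBPA preincubated 10 min at RT with compound (up to 57.5 uM final), then substrate plus GAPDH/TPI/NAD/arsenate coupling and diaphorase/resazurin added. Fluorescence read after 20 min at RT, 525/598 nm.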
Shiga inhibitor: Shiga toxin inhibition. Vero cells, Shiga toxin protein synthesis inhibition reporter. inhibition, % at 38.7 µM. 290,000 tested, 9.2% active; in the data active means inhibition mostly above about 28%, no sharp cut-off; inactive means mostly below about 43%; further: 0% is about no effect
An asterisk follows results filed as active; ? = inconclusive; . = not tested or not shown; & = joins results of further samples; [ ] = another dose, or the depositor's remark. Unless noted, the call rests on the fitted dose curve; in most records, active means well fitted curve in the direction sought with a large enough effect; inconclusive means small, poorly fitted or top-dose-only effect, or another doubt; inactive means no such curve, though single readings can be large; an effect the other way counts as inactive or inconclusive.

SMILES	CHX counter	HCV inhibitor	Pf growth 96h	Pf growth 48h	FBPA Giardia inh	Shiga inhibitor
CC(C)(C)NC(=O)CSc1nc(N)cc(=O)[nH]1	-2.7	22.5%	11.8%	?	2.5%	-4.1
O=C(O)CC(C(=O)OCC1CCCO1)N1CCOCC1 (stereo unspecified)	2.5	-1.9%	-12.6%	9.1%	0.7%	-8.2
Cc1ccc2c(c1)c1c(c(=O)n(-c3ccccc3C)c(=O)n1CC(=O)NCC1CCCO1)n2C (stereo unspecified)	-1.1	-25.7%	9.28µM*	?	.	1.3
CC(=O)OCC(NC(=O)C(CCCCNC(=O)OCc1ccccc1)NC(=O)OC(C)(C)C)C1OC(n2ccc(=O)[nH]c2=O)C(OC(C)=O)C1OC(C)=O (stereo unspecified)	-2.9	.	.	.	8.1%	-8.5
COc1cc([N+](=O)[O-])cc2sc(NC(C)=O)nc12	-0.3	-2.3%	81.0%[activator]	10.0%	0.0%	15.0
O=C(c1ccc(Cl)c([N+](=O)[O-])c1)N1CCN(Cc2ccc3c(c2)OCO3)CC1	-2.1	?	-26.4%	7.4%	2.9%	-5.5
Cc1nn(C)c(Cl)c1S(=O)(=O)N[C@@H](c1ccccc1)[C@]1(C)C[C@H]1[C@@H](C)C(=O)Nc1ccc2ccccc2c1	-4.9	?	-19.8%	-11.7%	0.8%&-4.8%	-3.1
N#CC1=C2N=C(N)c3c(sc4c3CCCCC4)N2C2=C(C(=O)CCC2)C1c1ccccc1 (stereo unspecified)	36.0	?	4.65µM*	2.94µM*	3.2%	64.8
Cc1ccc2[nH]c3c(=O)n4c(nc3c2c1)SCC4	24.0*	-16.7%	?	53.6%[activator]	-1.6%	28.1
CC(=O)NC(=O)c1cnn(-c2ccccc2)c1N	1.4	6.7%	30.1%[activator]	1.2%	-5.6%	-7.4
O=S(=O)(NCc1cn2ccccc2n1)c1ccccc1F	7.0	11.2%	38.7%[activator]	126.2%[activator]	-5.1%	24.6
O=C(Cc1ccccc1)Nc1nccs1	-1.4	-5.8%	9.0%	38.0%[activator]	3.8%	5.2
COc1cc2ccccc2cc1C(=O)N(CCN(C)C)c1nc2ccc(C)cc2s1	-2.3	6.31µM*	-23.5%	?	-21.3%	-1.4
COc1ccc(-c2nnc(SCC(=O)N3CCCCC3)o2)c(OC)c1	30.4*	-22.5%	?	12.3%	0.8%	25.1
Cc1cc(Oc2ccc(=O)n(C)n2)nc(SCC(N)=O)n1	5.7	-3.7%	18.8%	7.7%	-2.8%	10.8
C=CCn1c(=O)[nH]c2cc(C(=O)N3CCN(c4ccc(C(C)=O)cc4)CC3)ccc2c1=O	11.3	?	6.57µM*	.	-2.0%	12.6
CC(C)(C)OC(=O)N1CCN(c2ccc(NC(=O)c3ccco3)cc2)CC1	7.3	-18.7%	1.9%	7.38µM*	7.7%	14.0
Cc1nn2c(N3CCOCC3)cc(C(C)C)nc2c1-c1ccccc1	-1.2	?	-10.3%	-9.7%	0.1%	-8.4
Cc1ccc(/C=N/NC(=O)CC(=O)NCc2cccnc2)cc1	-2.6	9.2%	?	-7.8%	-2.2%	-7.0
COc1ccc(C(=O)C[n+]2ccc3c(c2)nnn3-c2ccccc2)cc1	3.2	?	272.0%[activator]	?	-6.3%	-6.1
CCCc1nn(C)c(C(N)=O)c1[N+](=O)[O-]	5.1	13.3%	?	6.9%	6.3%	-11.5
COc1ccc(/C=N/NC(=O)c2cccnc2)cc1CSc1ccccn1	10.5	-11.9%	-6.2%	13.5%	-5.0%	23.9
Cc1nc2c(-c3ccccc3)c(C)nn2c(C)c1CCC(=O)NCc1ccco1	4.4	5.0%	-2.0%	?	3.0%	10.2
O=[N+]([O-])c1cncc([N+](=O)[O-])c1Nc1ccccc1Cl	1.0	-1.6%	8.7%	-7.2%	-24.1%	-4.7
O=C(NCc1ccc2c(c1)OCO2)c1ccc2c(c1)C(=O)N(Cc1cccnc1)C2=O	-1.4	14.4%	?	10.2%	12.0%	-5.9
CCOC(=O)c1c(-c2ccco2)csc1NC(=O)COC(=O)c1cnc(C)cn1	.	-12.6%	-0.4%	0.7%	.	.
C=CCCCCCCCCCBr	-6.0	.	.	.	-0.9%	6.1
Cc1cccc(NC(=O)CN2CCN(CC(=O)Nc3ccc(-c4ccccc4)cc3)CC2)c1C	2.6	-18.3%	?	?	1.6%	-8.8
Cc1cc(C2=CC(=O)C[C@H](c3ccc4c(c3)OCO4)C2)ccc1F	.	21.0%	?	11.3%	.	.
O=C(Nc1ccncc1)c1ccc(Cl)c([N+](=O)[O-])c1	-2.2	-0.9%	22.6%	.	-8.2%	-0.5
C=CCc1cccc(/C=N/c2ncccc2O)c1O	1.0	9.2%	31.3%[activator]	11.4%	?	-14.4
CCCOc1ccc(C(=O)Nc2ccc3c(c2)OCO3)cc1	48.9*	?	54.4%[activator]	190.7%[activator]	.	121.8*
CC(=O)c1cccc(NC(=O)C(=O)Nc2cccc3ccccc23)c1	22.3*	-14.9%	?	115.1%[activator]	5.2%	31.9*
Cc1ccc(N2CC(C(=O)NCc3ccco3)CC2=O)cc1Cl (stereo unspecified)	-2.5	-0.9%	-41.3%	?	.	-17.1
CCCn1c(=O)c(C(=O)NCc2ccc3c(c2)OCO3)c(O)c2ccccc21	-2.2	-16.5%	?	-11.0%	2.7%	-6.8
COc1cccc(N2C(=O)NC(=O)/C(=C\c3cn(C)c4ccccc34)C2=O)c1	-0.8	?	28.5%	.	-2.5%	-0.8
CN1CCCC(CC2Oc3ccccc3Sc3ccccc32)C1 (stereo unspecified)	-5.2	11.2µM*	?	13.1µM*	-22.4%	-15.4
CN(C)S(=O)(=O)c1cccc(NC(=O)COC(=O)COc2ccccc2[N+](=O)[O-])c1	-1.9	8.4%	0.1%	18.8%	-12.4%	63.3
Cc1sc2ncnc(NCC3CCCO3)c2c1C (stereo unspecified)	-2.9	12.6µM*	128.1%[activator]	4.9%	.	-10.1
CCOc1ccc(NC(=O)CN(C)C(=O)Cc2c[nH]c3ccccc23)cc1OCC	.	?	?	?	.	.
COc1ccc(C(C)NC(=S)NC2CCCCC2)cc1OC (stereo unspecified)	-2.5	-5.4%	10.4µM*	2.08µM*	.	-35.1
Cc1nc2ccccn2c(=O)c1NC(=O)c1cccc2ccccc12	.	5.4%	8.7%	0.3%	.	.
COc1cc(Cl)c(C)cc1NC(=O)COC(=O)C(NS(=O)(=O)c1ccc(Cl)cc1)C(C)O (stereo unspecified)	-2.6	-25.0%	10.5%	16.2%	0.5%	-1.8
Cc1cc2cc(CN(C(=O)C3CC3)C3CCCC3)c3nnnn3c2cc1C	-1.8	?	.	.	4.8%	-25.8
O=C1NC(=S)N(c2ccc(F)cc2)C(=O)/C1=C\c1ccoc1	-6.5	2.1%	?	-0.3%	?	-17.4
N#Cc1c(C(F)(F)F)cc(-c2ccc(Cl)cc2)nc1SCC(=O)O	-2.0	11.4%	?	8.5%	9.6%	-3.3
CC(C)c1ccc(OCC(=O)NC2=NCCS2)cc1	68.9*	2.8%	-25.2%	344.2%[activator]	0.7%	98.2*
Cc1cccc(N2C(=O)CC(Sc3nc(-c4ccccc4)c4cc(Cl)ccc4n3)C2=O)c1 (stereo unspecified)	-1.2	?	178.0%[activator]	-1.4%	-2.3%	-18.1
COc1ccccc1NNC(=O)C(O)(c1ccccc1OC)c1ccccc1OC	6.7	13.5%	-1.5%	3.7%	-0.6%	6.3
O=C(NCCNC(=O)c1cccc(O)c1)c1cccc(O)c1	-2.2	4.1%	?	53.7%[activator]	7.2%	-12.1

Further compounds:
SMILES	CHX counter	HCV inhibitor	Pf growth 96h	Pf growth 48h	FBPA Giardia inh	Shiga inhibitor
O=C(O)COCC(=O)NCc1csc2ccccc12	14.3	11.8%	30.8%[activator]	33.6%[activator]	27.1%	-11.8
O=C(O)C(Cc1cnc[nH]1)NS(=O)(=O)c1ccc(Br)cc1 (stereo unspecified)	4.3	9.3%	17.2%	12.6%	?	-10.1
COC(=O)c1c(NC(=O)CN2C(=O)C(=O)N(C(C)C)C2=O)sc(C)c1C	.	-4.9%	6.7%	?	.	.
Cc1cc(C)c(C)c(OCC(=O)NCC2CCCO2)c1 (stereo unspecified)	2.2	1.4%	-23.3%	-10.2%	2.0%	-3.7
Cc1ccc(-n2c(=O)c3ccccc3n(CC(=O)NCc3ccco3)c2=O)cc1	2.1	7.2%	-16.7%	-3.2%	-0.6%	21.8
CC(=O)N1CCSc2ccc(S(=O)(=O)Nc3ccccc3C)cc21	0.7	11.2µM*	?	?	.	-8.7
O=C(NCc1ccccc1Cl)c1ccc2c(=O)n(CCCN3CCCC3=O)c(=S)[nH]c2c1	-3.1	?	-0.8%	?	6.0%	-21.1
O=C(N/C(=C/c1ccc([N+](=O)[O-])cc1)C(=O)N1CCOCC1)c1ccco1	4.6	16.0%	-1.3%	-33.3%	.	1.8
O=C(NCC1CC1)c1onc(CSc2nc3ccccc3[nH]2)c1C(=O)NCC1CC1	-1.4	-12.7%	10.4µM*	?	-11.8%	-4.5
CCOc1cc(/C=C2\CCn3c2nc2cc(Cl)ccc2c3=O)ccc1O	-3.1	6.1%	0.2%	-2.9%	?	-4.0

Structures above with an aryl thioether with sulfur outside any ring:
SMILES	CHX counter	HCV inhibitor	Pf growth 96h	Pf growth 48h	FBPA Giardia inh	Shiga inhibitor
CC(C)(C)NC(=O)CSc1nc(N)cc(=O)[nH]1	-2.7	22.5%	11.8%	?	2.5%	-4.1
COc1ccc(-c2nnc(SCC(=O)N3CCCCC3)o2)c(OC)c1	30.4*	-22.5%	?	12.3%	0.8%	25.1
Cc1cc(Oc2ccc(=O)n(C)n2)nc(SCC(N)=O)n1	5.7	-3.7%	18.8%	7.7%	-2.8%	10.8
COc1ccc(/C=N/NC(=O)c2cccnc2)cc1CSc1ccccn1	10.5	-11.9%	-6.2%	13.5%	-5.0%	23.9
N#Cc1c(C(F)(F)F)cc(-c2ccc(Cl)cc2)nc1SCC(=O)O	-2.0	11.4%	?	8.5%	9.6%	-3.3
Cc1cccc(N2C(=O)CC(Sc3nc(-c4ccccc4)c4cc(Cl)ccc4n3)C2=O)c1 (stereo unspecified)	-1.2	?	178.0%[activator]	-1.4%	-2.3%	-18.1
O=C(NCC1CC1)c1onc(CSc2nc3ccccc3[nH]2)c1C(=O)NCC1CC1	-1.4	-12.7%	10.4µM*	?	-11.8%	-4.5

(listing goes on)
SMILES	CHX counter	HCV inhibitor	Pf growth 96h	Pf growth 48h	FBPA Giardia inh	Shiga inhibitor
CCc1nnc(NC(=O)CSc2nnc(-c3c[nH]c4ccccc34)n2C)s1	-1.2	2.1%	-4.3%	-16.0%	1.3%	-13.0
CCC(OC(=O)CN1C(=O)c2ccccc2C1=O)C(=O)NC1CCCC1 (stereo unspecified)	-1.2	21.1%	-1.1%	11.6%	14.2%	-7.1
Cc1ccc(Cl)c2sc(N3CCN(C(=O)c4ccco4)CC3)nc12	.	?	?	?	.	.
Clc1cccc(OCc2nc(-c3ccncc3)no2)c1	33.8*	9.5%	119.4%[activator]	26.1%[5.75 µM]	1.8%	45.2
COc1ccccc1CC(=O)Nc1cc(S(=O)(=O)N2CCOCC2)ccc1N1CCOCC1	.	1.3%	?	?	.	.
Cc1onc(-c2c(Cl)cccc2Cl)c1C(=O)NCCN1CCOCC1	-4.3	4.5%	-26.6%	7.6%	3.8%	6.4
O=C(COC(=O)CCc1nc2ccccc2n1-c1ccccc1)Nc1ccc(N2CCCCC2)cc1	-1.2	10.6%	0.9%	33.1%[activator]	3.2%	-18.7
CCOC(=O)CN1C(=O)C(O)=C(C(C)=O)C1c1ccccc1 (stereo unspecified)	9.0	?	-11.3%[5.75 µM]	-9.1%	-11.8%	1.6
O=S(=O)(c1ccc2[nH]ccc2c1)N1CCCCCC1	1.5	18.4%	32.9%[activator]	-1.1%	.	4.9
COc1ccc2[nH]cc(CCN(C)C)c2c1	-1.4	-8.9%	8.8%	7.3%	-6.5%&-4.2%	-8.5

Screening data: PubChem BioAssay, National Center for Advancing Translational Sciences (NCATS)
